Screening data as filed in PubChem BioAssay.
CIT2-GFP yeast = modulators of CIT2-GFP expression in yeast, primary screen, S. cerevisiae, GFP fusion, multiplex flow cytometry, MLPCN library; S. cerevisiae CIT2-GFP strain, 3 h; 100 means same as DMSO wells; GFP response vs DMSO, % at 10 µM; hit rate 0.065% among 320,000; AID 2029, 2009;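 active means GFP response relative to DMSO above a set limit, near the screen mean plus 3 SD, cut at about 150% in these data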;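 further: ratio of well median GFP fluorescence to mean of DMSO wells on the plate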
AGP1-GFP MLPCN = modulators of AGP1-GFP expression in yeast TOR pathway, primary screen, cell-based, multiplex flow cytometry, S. cerevisiae, MLPCN library; 3 h; GFP as percent of DMSO wells; GFP response vs DMSO, % at 10 µM; hit rate 0.02% among 320,000;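 active means GFP response relative to DMSO above a set limit, near screen average plus 3 SD, cut at about 150% in these data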;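 further: median GFP channel fluorescence of the gated AGP1 strain per well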
Bcl-xL primary = inhibitors of human Bcl-xL, primary screen, biochemical, fluorescence polarization, HTS; AID 2129, 2009; GST-Bcl-xL / FITC-Bim BH3 peptide fluorescence polarization; Bcl-2-like protein 1 (Homo sapiens), Q07817; hit rate 0.7% among 320,000; inhibition, % at 10.9 µM;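 active means inhibition above the mean of all tested compounds plus 3 SD, cutoff set per campaign, cut at about 30% in these data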;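 further: 0% = DMSO wells and 100% = unlabeled Bim-BH3 peptide competitor; inhibitors lower millipolarization by displacing the labeled peptide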
Yeast superoxide = reduction of superoxide in aged yeast, primary screen, HTS. S. cerevisiae aged cells, superoxide DHE fluorescence; hits give low values. superoxide response (% of plate mean), % at 10 µM. hit rate 0.18% among 330,000;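 active means superoxide response under a set limit, about three screen SD below normal, cut at about 65% in these data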;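 further: yeast aged for seven days with compound at 30 °C before DHE staining; 100% = average MFI of all compound-treated wells on the plate with controls excluded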
MCL1 BIM primary = inhibitors of MCL1 binding to BIM-BH3, primary screen, biochemical, fluorescence polarization | Induced myeloid leukemia cell differentiation protein Mcl-1 (Homo sapiens), Q07820 | GST-MCL1 / FITC-Bim-BH3 fluorescence polarization | inhibition, % at 10.9 µM | hit rate 0.68% among 320,000;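 active means inhibition above the mean inhibition of all tested compounds plus 3 SD, set per campaign, cut at about 40% in these data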;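 further: 0% = DMSO wells and 100% = unlabeled Bim-BH3 peptide control; higher means more loss of mP so more displacement of Bim peptide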
Target sequence (Q07820 whole entry, looked up): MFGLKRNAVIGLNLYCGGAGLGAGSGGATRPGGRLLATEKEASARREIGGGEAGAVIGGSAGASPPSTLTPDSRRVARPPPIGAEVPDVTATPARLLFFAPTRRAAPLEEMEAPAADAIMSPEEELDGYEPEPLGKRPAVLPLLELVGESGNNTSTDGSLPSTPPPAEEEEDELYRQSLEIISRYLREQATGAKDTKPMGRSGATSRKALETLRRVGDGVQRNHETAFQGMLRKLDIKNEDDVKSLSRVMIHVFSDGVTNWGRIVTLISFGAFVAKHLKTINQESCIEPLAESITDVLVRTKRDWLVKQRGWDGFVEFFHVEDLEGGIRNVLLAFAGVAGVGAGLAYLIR
GRK2 inh = compounds blocking aptamer binding on GRK2 – biochemical, human GRK2, bead flow cytometry, HTS, primary screen; Beta-adrenergic receptor kinase 1 (Homo sapiens), P25098; FAM-aptamer displacement from GRK2; inhibition of aptamer binding, % at 10 µM; hit rate 0.59% among 330,000; AID 488847, 2010;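 active means inhibition of aptamer binding above 40%, roughly 3 SD of noise, on plates passing a quality check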;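 further: median bead fluorescence of bound FAM aptamer so fluorescent compounds give negative values; no value below 0 was filed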
Target sequence (P25098 whole entry, looked up): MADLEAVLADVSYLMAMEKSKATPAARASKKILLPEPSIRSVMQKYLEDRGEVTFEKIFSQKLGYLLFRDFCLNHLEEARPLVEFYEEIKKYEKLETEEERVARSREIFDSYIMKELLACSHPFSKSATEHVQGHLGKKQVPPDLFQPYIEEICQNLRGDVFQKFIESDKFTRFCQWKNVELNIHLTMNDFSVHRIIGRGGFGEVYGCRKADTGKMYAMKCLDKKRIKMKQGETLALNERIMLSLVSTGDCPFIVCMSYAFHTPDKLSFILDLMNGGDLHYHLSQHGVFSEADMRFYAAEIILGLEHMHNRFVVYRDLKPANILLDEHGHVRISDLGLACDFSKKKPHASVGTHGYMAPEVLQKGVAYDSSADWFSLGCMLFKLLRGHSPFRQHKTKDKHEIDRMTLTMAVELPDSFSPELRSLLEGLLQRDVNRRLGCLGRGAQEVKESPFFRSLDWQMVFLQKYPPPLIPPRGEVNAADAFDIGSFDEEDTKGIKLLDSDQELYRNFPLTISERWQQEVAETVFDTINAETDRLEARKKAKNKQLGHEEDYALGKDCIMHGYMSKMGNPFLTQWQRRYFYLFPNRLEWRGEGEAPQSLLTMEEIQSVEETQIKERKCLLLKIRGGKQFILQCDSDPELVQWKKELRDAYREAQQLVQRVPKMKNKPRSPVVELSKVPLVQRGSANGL
VLA-4 inh = inhibition in human VLA-4 binding assay, primary screen, VLA-4 allosteric modulator project, MLPCN library, flow cytometry, VLA-4 expressing cells. ligand binding flow cytometry. inhibition, % (about 7 µM as worked out from the volumes in the protocol). hit rate 0.2% among 330,000. AID 2557, 2010; in the data active means inhibition above about 50%
MEX-5 binding = MEX-5 zinc finger RNA-binding disruptors – biochemical, C. elegans, fluorescence polarization, MLPCN library, primary screen; AID 1832, 2009; hit rate 0.38% among 300,000; MEX-5/FITC-TCR2 RNA binding; hits give low values; activity score (negative = inhibition of binding), % at 10 µM; Zinc finger protein mex-5 (Caenorhabditis elegans), Q9XUB2;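 active means inhibition past about -25% in most replicates, and total fluorescence under double the plate's negative control median, limit read from the data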;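 further: 0% = DMSO and -100% = 5 µM competing unlabeled TCR2 RNA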
GLD-1 RNA inh = GLD-1/TGE RNA complex disruptors, primary screen, biochemical, fluorescence polarization; purified GLD-1 + fluorescein TGE RNA; inhibition, % at 5.96 µM; hit rate 0.44% among 320,000; AID 2280, 2010;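 active means percent inhibition above a per-plate cutoff, the plate mean of test compounds plus 3 SD, cut at about 30% in these data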;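 further: 0% = DMSO wells with GLD-1 and probe and 100% = wells lacking GLD-1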
Active calls of the source: *; / = not tested or not shown.

SMILES	CIT2-GFP yeast	AGP1-GFP MLPCN	Bcl-xL primary	Yeast superoxide	MCL1 BIM primary	GRK2 inh	VLA-4 inh	MEX-5 binding	GLD-1 RNA inh
CO/N=C\CC(=O)Nc1ccc(Oc2ccccc2)cc1	/	87	2	102	-4	1	6	2.2	2
Cc1nc2c(=O)[nH]c3ccccc3c2o1	102	105	2	83	-1	5	-4	-2.2	2
COc1ccc(CCNC(=O)Cc2ccc(OCc3ccccc3)c(OC)c2[N+](=O)[O-])cc1OCc1ccccc1	105	116	-1	99	-6	0	1	2.1	6
O=C(O)CCC(=O)N1CCN(c2nc(-c3ccccc3)c3ccccc3n2)CC1	98	90	4	95	0	3	6	-1.7	-7
CN(CC(=O)Nc1ccc(N2CCOCC2)cc1)C(=O)c1cccc(Cl)c1Cl	108	108	0	90	2	1	-11	2.0	0
CC(C)CCNC(=O)C1CCC(CNS(=O)(=O)c2ccc(Cl)cc2)CC1 (centres undefined)	96	98	/	98	/	0	24	1.0	/
O/N=C/c1cn(-c2ccccc2)nc1-c1cccnc1	99	102	4	99	6	1	-3	0.3	8
C=CCNC(=O)c1ccc2c3n(nc2c1)-c1ccc(Cl)cc1CO3	92	86	5	104	7	2	40	2.2	0
CCOC(=O)c1nc2ccccc2c(=O)[nH]1	103	93	-1	95	5	0	8	0.6	-7
COc1cccc(OCC(=O)NNC(=O)C(=O)N2CCCC2)c1	99	102	5	108	4	3	6	-1.4	0
CCCC(=O)Nc1cc(C)c2c(=O)oc3ccccc3c2n1	85	97	4	98	-2	0	24	0.0	2
CCCCC(=O)NS(=O)(=O)c1ccc(N=NN2CCOCC2)cc1	100	91	10	86	0	0	-4	1.3	2
COc1cc(OC)cc(C(=O)NCC(=O)N2CCCCCCC2)c1	101	100	1	107	4	0	2	/	0
CCC(C)NC(=O)CC(c1ccc(OC)cc1)n1cccc1 (centres undefined)	94	97	-5	91	-11	0	8	3.2	-1
CCOc1ccc(C2NC(=O)NC(c3ccccc3)=C2C(C)=O)cc1OC (centres undefined)	106	106	-2	105	-4	2	8	1.3	7
CC(C)(C)C(=O)C[n+]1ccc(C(N)=O)cc1	105	95	-2	122	-5	0	7	-0.7	3
CC(=O)Nc1ccc(SC(C)C(=O)NC(N)=O)cc1 (centres undefined)	94	107	7	106	7	3	32	1.4	7
COC(=O)C(c1ccccc1)N(Cc1cccc(CN(C(C(=O)OC)c2ccccc2)S(C)(=O)=O)c1)S(C)(=O)=O (centres undefined)	78	80	0	120	23	4	-3	-1.5	7
COc1ccc(CN2CCNC(=O)C2CC(=O)NC2CCCCCCC2)cc1C (centres undefined)	98	103	7	112	7	0	-1	3.0	1
CC1(c2nnc(-c3ccccc3)o2)CC(c2ccc(Cl)cc2)=NO1 (centres undefined)	75	89	11	82	13	0	-3	0.1	-2
COc1cc(C(=O)NC(C)C2CC3CCC2C3)cc(OC)c1OC (centres undefined)	111	93	4	93	9	1	4	1.2	1
CC(C)CN(C(=O)CCC(=O)OCC(=O)c1ccc(F)c(F)c1)c1c(N)n(CC(C)C)c(=O)[nH]c1=O	108	101	0	116	-18	9	-8	3.9	1
COc1ccccc1-n1cnnc1SC(C)C(=O)Nc1cccc([N+](=O)[O-])c1 (centres undefined)	104	93	4	72	0	0	-3	1.2	-6
CCOC(=O)c1nnn2c1nc(SCC(C)=O)c1ccccc12	93	108	5	90	5	1	0	-2.0	3
COc1ccc(OC)c(C(=O)c2ccc(C(=O)Nc3cccc4ccccc34)cc2)c1	94	95	3	91	-4	0	9	2.7	4
(listing goes on)
SMILES	CIT2-GFP yeast	AGP1-GFP MLPCN	Bcl-xL primary	Yeast superoxide	MCL1 BIM primary	GRK2 inh	VLA-4 inh	MEX-5 binding	GLD-1 RNA inh
Cc1ccccc1N=C1NC(=O)/C(=C/c2cccnc2)S1	105	109	2	105	6	1	-4	-1.3	3
Cn1ccnc1Sc1cc(NCCCO)c([N+](=O)[O-])c2nonc12	99	105	11	112	3	2	6	-0.1	-9
Cc1ccc(NC(=O)CSc2nnc(Cc3ccccc3)c(=O)[nH]2)c(C)c1	102	100	2	97	-2	0	-9	-1.1	2
C1=C(c2ccccc2)N2CCN=C2S1	66	71	1	105	2	1	25	0.5	-4
O=C(NNC(=S)NC(=O)c1ccccc1[N+](=O)[O-])c1ccccc1	97	97	13	108	11	0	18	-4.9	0
c1ccc(C2CNCc3c2ccc2ccccc32)cc1 (centres undefined)	96	98	4	113	11	0	6	-1.3	2
Cc1nnc(NC(=O)CSc2nnc(CNC(=O)c3ccccc3)n2-c2ccccc2)s1	98	100	-9	105	-1	4	10	0.8	0
O=C(NC(C(=O)N/N=C/c1ccccn1)c1n[nH]c(=O)c2ccccc12)c1ccccc1 (centres undefined)	99	102	8	105	8	0	1	2.8	-1
CCOC(=O)C1CCN(c2c(NCCN(CC)c3ccccc3)c(=O)c2=O)CC1	99	104	2	92	5	3	-6	-0.2	-1
CCCCc1nnc(NC(=O)c2nc3nccc(C)n3n2)s1	122	118	7	91	10	0	7	-0.1	-1
CCC(CC)C(=O)NCCc1ccc(S(N)(=O)=O)cc1	97	97	0	76	-5	0	9	-1.7	1
Cc1sc2nc(SC3CCOC3=O)n(Cc3ccccc3)c(=O)c2c1C (centres undefined)	107	99	7	100	4	1	-65	-1.5	1
CC1=C(C(=O)Nc2cccnc2)C(c2ccc3c(c2)OCO3)C2=C(CCCC2=O)N1 (centres undefined)	/	100	3	111	0	0	11	-0.1	7
O=C(Nc1ccccc1F)c1c[nH]c(=O)[nH]c1=O	96	103	2	101	1	2	-3	-1.9	-5
O=C(Nc1nc(-c2ccccc2)cs1)c1ccc2c(=O)n3c(nc2c1)CCCCC3	102	97	5	118	10	0	-3	-1.1	6
CCOC(=O)C(=O)NCC(c1cccs1)S(=O)(=O)c1ccc(F)cc1 (centres undefined)	109	111	-5	98	-10	0	5	2.0	1
O=C(Cc1ccc(Cl)cc1)Nc1ccccc1C(=O)N1CCCC1	102	97	-1	123	3	0	0	-0.2	4
CC(C)(C)C(=O)c1cnc(Nc2ccccc2)s1	95	94	0	127	5	5	12	-2.4	13
CCC(Sc1ccc(C(=O)O)cc1)C(=O)O (centres undefined)	98	98	-1	104	-1	0	0	-0.3	7
Cc1cccc(C)c1NC(=O)CNC(=O)C1COc2ccccc2O1 (centres undefined)	90	100	1	85	-1	0	-1	/	1
COc1ccccc1-c1cc(C(F)(F)F)nc(N2CCN(c3ccc(F)cc3)CC2)n1	94	95	3	105	7	0	-8	-0.1	-5
COCCN(Cc1cc2ccc(C)cc2[nH]c1=O)S(=O)(=O)c1ccccc1	102	103	1	100	-1	0	1	1.1	1
COc1cc2c(cc1NC(=S)Nc1cccc(C(F)(F)F)c1)oc1ccccc12	96	92	0	115	-1	0	3	3.2	-4
CCC1(C)Cc2ccccc2-c2nc3n(c(=O)c21)CCS3 (centres undefined)	80	107	-6	113	-7	0	7	-0.4	10
CC(C)Oc1cccc(C(=O)NC(=S)Nc2cccnc2)c1	96	87	3	107	14	2	23	-1.2	5
Next structures
SMILES	CIT2-GFP yeast	AGP1-GFP MLPCN	Bcl-xL primary	Yeast superoxide	MCL1 BIM primary	GRK2 inh	VLA-4 inh	MEX-5 binding	GLD-1 RNA inh
CCc1noc(C)c1C(=O)Nc1nc2ccc(F)cc2s1	67	89	-13	105	-21	0	8	-1.0	7
C[C@@H]1CC[C@H](O)/C=C/C(=O)O[C@H](C)CC[C@H](O)/C=C/C(=O)O1	94	96	10	93	3	3	9	-2.0	10
COc1ccc(N2C(=O)[C@@H]3Cc4ccccc4CN3C2=O)cc1	107	105	-4	104	-4	0	5	2.0	-4
CCN(CC)C(=O)c1cccc(NC(=O)c2cc(-c3ccccn3)nc3ccccc23)c1	95	90	4	125	2	1	5	/	2
CN(Cc1cnn(-c2ccc(F)cc2)c1)Cc1nc(Cc2ccccc2)no1	89	97	-1	127	3	0	0	2.4	-4
Cn1c(=O)c2c(nc(N3CCOCC3)n2CCc2ccccc2)n(C)c1=O	91	101	4	99	2	3	0	2.8	-9
CN1C(=O)C2(OCCCO2)c2ccccc21	93	110	5	107	2	3	11	0.2	2
CCOC(=O)c1cc(-c2ccccc2)nn1Cc1cc(C)no1	87	95	5	99	-5	0	6	1.7	3
CCOC(=O)c1ccc(NC(=S)NC(=O)COc2ccccc2)cc1	89	118	0	96	2	3	11	0.2	7
Fc1c(F)c(F)c(N/N=C/c2c[nH]c3ccccc23)c(F)c1F	102	80	14	100	12	8	11	3.2	7
O=C(OCn1nnc2ccccc2c1=O)C1COc2ccccc2O1 (centres undefined)	110	112	2	96	-4	1	-1	-0.5	-8
O=C(/C=C/c1ccc(Br)o1)OCc1ccccc1	104	102	2	94	-1	2	-1	2.0	4
CCN1CCN(c2ccc(NC(=O)c3ccco3)cc2Cl)CC1	103	106	1	101	6	0	19	-0.1	5
N#CC1=C(N)OC2=C(C(=O)CCC2)C1c1ccc(OC(=O)N2CCOCC2)cc1 (centres undefined)	91	91	4	108	1	3	12	-1.9	7
O=C1c2ccccc2C(=O)N1CCCON1C(=O)c2ccccc2C1=O	89	102	1	103	-3	1	27	0.9	2
COc1ccc(C2N=C(N)N=C(N)N2c2ccccc2)cc1OC (centres undefined)	102	107	5	102	4	0	15	1.6	5
Cc1ccc(NC(=O)Nn2cnnc2)cc1	79	78	/	91	/	3	-5	-0.6	/
Oc1ccc(-c2nccc(-c3ccc(Cl)cc3Cl)n2)cc1	/	107	3	104	3	2	0	0.3	-6
Cc1cccc(C(=O)NNS(=O)(=O)c2ccc(F)cc2)c1O	110	105	/	97	/	1	5	0.6	/
O=C(NC(N1CCCCCC1)C(Cl)(Cl)Cl)c1ccccc1Cl (centres undefined)	116	120	-2	93	-4	5	11	-2.3	7
CC(C)(C)c1ccc(/C=N/Nc2nncn2N)cc1	103	106	/	99	/	0	2	1.3	/
CCOc1ccc(C(=O)Nn2cnnc2)cc1	101	101	1	115	-2	0	14	0.6	4
CCc1ccc(OCC(=O)Nc2cc(S(=O)(=O)CC)ccc2O)cc1	94	96	-2	128	-3	0	-2	0.4	-11
CC(C)(C)c1ccc(C(=O)c2cn[nH]c2-c2ccccc2O)cc1	89	89	2	94	8	3	3	1.3	-1
